# ssDAF-12 act: activators of S. stercoralis DAF-12 nuclear receptor; AID 652126; HEK293 ssDAF-12/GRIP1 lit1-tk-luc reporter, luminescence; % of 3 µM dafachronic acid response; activation, % at 6.8 µM; actives 1% (n = 370,000);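 active means activation above the mean over all tested compounds plus 3 SD, cut at about 0.9% in these data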;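 further: 0% = DMSO-only wells and 100% = 3 µM delta7-dafachronic acid wells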
# hcDAF12 agonist: activates DAF-12 receptor from parasite H. contortus; actives 1.4% (n = 370,000); HEK293 hcDAF-12 lit1-tk-luc reporter, luminescence; 0% DMSO, 100% Δ7-dafachronic acid; activation, % at 6.8 µM; AID 652067;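 active means activation above the mean of all tested compounds plus 3 SD, cut at about 5.5% in these data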;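 further: 100% = response to 3 µM Δ7-dafachronic acid high control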
# GC-B act: GC-B (human) receptor activation; P20594; actives 0.11% (n = 370,000); activation, % at 10 µM; HEK293-GC-B cells, CNP EC30, cGMP TR-FRET; 0% at EC30 CNP, 100% saturating CNP;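 active means activation at 10 µM reaching about 35% in either raw or pattern-adjusted values, limit read from the data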
# ADAM10 inh: ADAM10 inhibition, QFRET primary screen | recombinant ADAM10, EDANS/DABCYL FRET peptide cleavage, 3 h | O14672 | AID 720582 | actives 0.62% (n = 370,000) | inhibition, % at 7 µM;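 active means inhibition above a per-campaign cutoff equal to the mean of compounds falling between control-based bounds plus 3 SD, cut at about 20% in these data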;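 further: 0% = DMSO wells while the 100% control is not disclosed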
# hgDAF-12 ag: agonists of H. glycines DAF-12 nuclear receptor; activation, % at 6.8 µM; HEK293 GAL4-hgDAF12 UAS-luciferase reporter, agonist luminescence; normalized to butyrate control; actives 1.8% (n = 370,000);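 active means activation above a cutoff set at the mean of all screened compounds plus 3 SD, cut at about 10% in these data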;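 further: 0% = DMSO wells and 100% = sodium butyrate wells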
# sPLA2-III inh: Inhibits HGIII-sPLA2 liposome hydrolysis, primary screen; Q9NZ20; QFRET BODIPY PC-A2 liposome hydrolysis, fluorescence; inhibition, % at 12.2 µM; actives 0.56% (n = 370,000); AID 743126;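 active means inhibition above mean plus 3 SD of compounds lying within the high and low control bounds, cut at about 19% in these data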;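 further: 0% = median of test compound wells and 100% = no enzyme DMSO wells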
# Target sequence (Q9NZ20 whole entry, looked up): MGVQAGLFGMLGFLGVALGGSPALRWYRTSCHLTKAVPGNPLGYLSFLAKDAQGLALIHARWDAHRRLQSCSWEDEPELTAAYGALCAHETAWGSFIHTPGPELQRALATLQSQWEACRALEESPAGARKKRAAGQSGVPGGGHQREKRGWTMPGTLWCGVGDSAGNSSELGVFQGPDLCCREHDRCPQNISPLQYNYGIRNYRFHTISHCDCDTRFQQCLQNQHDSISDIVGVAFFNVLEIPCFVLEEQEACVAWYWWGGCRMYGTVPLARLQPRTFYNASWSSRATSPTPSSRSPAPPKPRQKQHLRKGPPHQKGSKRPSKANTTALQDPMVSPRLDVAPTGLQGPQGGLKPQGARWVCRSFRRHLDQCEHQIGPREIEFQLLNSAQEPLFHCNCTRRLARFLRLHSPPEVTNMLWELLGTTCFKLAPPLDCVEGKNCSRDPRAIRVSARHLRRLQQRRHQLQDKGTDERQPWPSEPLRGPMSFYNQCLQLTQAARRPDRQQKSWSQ
# SMARCA2 activ: activators of SMARCA2 function; MG213 cells, MMTV-luciferase reporter, dexamethasone, overnight; activation, % at 9.1 µM; actives 1% (n = 370,000); AID 652017; in the data active means activation above about 7.8%;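 further: 0% = vehicle wells and 100% = reference activator wells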
# NPR1 activator: GC-A (human) enzyme activation; P16066; HEK293 GC-A cells, cGMP TR-FRET, EC30 ANP; 0% at EC30 ANP, 100% saturating ANP; activation, % at 10 µM; actives 0.14% (n = 370,000); AID 1671463; in the data active means activation above about 40%
# DAX1 inh-1: inhibits human nuclear receptor DAX1; HEK293 Gal4-DAX1 luciferase reporter, luminescence; inhibition, % at 6.75 µM; AID 504766; actives 0.99% (n = 340,000);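 active means inhibition above the mean over all tested compounds plus 3 SD, cut at about 4.2% in these data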;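 further: 0% = DAX1-transfected cells with DMSO and 100% = empty-vector control cells with DMSO; inhibition shows as a rise in luminescence from relieved DAX1 repression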
# Target sequence (P51843 207-470 limits assumed): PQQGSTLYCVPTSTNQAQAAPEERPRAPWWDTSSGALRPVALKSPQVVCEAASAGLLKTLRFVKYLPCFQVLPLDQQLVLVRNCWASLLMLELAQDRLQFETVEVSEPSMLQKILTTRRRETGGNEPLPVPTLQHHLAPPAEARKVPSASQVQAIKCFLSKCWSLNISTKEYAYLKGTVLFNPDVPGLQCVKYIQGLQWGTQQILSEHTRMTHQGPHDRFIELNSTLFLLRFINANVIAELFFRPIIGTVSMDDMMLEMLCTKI
# DAX1 inh-2: blocks DAX1 repression of SF-1 activated StAR promoter; actives 1.1% (n = 370,000); HEK293T StAR-luciferase reporter, SF-1/DAX-1 repression relief; AID 652010; inhibition, % at 6.8 µM;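 active means inhibition above the mean over all tested compounds plus 3 SD, cut at about 3.6% in these data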;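 further: 0% = DAX-1 cells with DMSO and 100% = cells lacking DAX-1 with DMSO; higher inhibition means more luminescence from relief of DAX-1 repression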
# GAA850 FXN act: frataxin GAA850 promoter activation | HEK293 lucGAA850 FXN promoter luciferase reporter, 24 h; percent of 10 µM SAHA response | activation, % at 6 µM | actives 0.56% (n = 360,000) | AID 540364;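 active means activation above the average of all compounds screened plus 3 SD, cutoff fixed separately per campaign, cut at about 7.5% in these data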;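 further: 0% = DMSO wells and 100% = 10 µM SAHA wells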
# Numbers without * were called inactive; · = not tested or not shown.
structure,ssDAF-12 act,hcDAF12 agonist,GC-B act,ADAM10 inh,hgDAF-12 ag,sPLA2-III inh,SMARCA2 activ,NPR1 activator,DAX1 inh-1,DAX1 inh-2,GAA850 FXN act
COc1ccc(C(=O)NNC(=S)NC(=O)c2cc(-c3ccccc3)nc3ccccc23)cc1,-0.9,-1.2,-4,9,6.3,-3,-3,-5,0.3,1.5,0.5
Cc1ccc(NC(=O)C2C3CC4OC(=O)C2C4C3)cc1Cl (configuration not stated),-1.2,-0.4,6,-2,0.1,0,0,2,0.6,0.8,0.7
Cc1cc(C)n(-c2ccc(S(N)(=O)=O)cc2[N+](=O)[O-])n1,-1.5,-0.5,-3,9,3.2,6,1,1,1.1,1.0,0.2
ON/C=N/C(=S)Nc1ncc(C(F)(F)F)cc1Cl,-0.8,3.4,-3,-22,5.0,3,2,-2,0.0,0.6,1.3
COC(=O)[C@]12CCCCC=C1N(Cc1ccc(Cl)cc1Cl)C(=O)[C@H](CC(=O)N1CCCC1)C2,-1.4,0.1,-9,0,-0.9,-5,-5,-6,·,-0.9,·
O=S(=O)(Nc1ccc(Cl)cn1)c1ccc(F)cc1,-1.1,-1.6,3,-4,-1.5,-5,1,4,0.9,0.0,1.0
O=C(O)CCn1c(C(=O)O)cc2sccc21,-1.3,-0.8,3,-1,-1.3,9,0,0,0.8,-0.4,2.5
Cc1ccccc1Cn1c(C(=O)OC(C)C)cc2c1ccn2C,-1.0,-1.8,-7,-7,-0.2,-9,-3,-6,-0.7,-0.3,1.2
CCn1c(-c2ccccc2)c[nH]c1=S,-1.6,1.4,-1,-5,-0.1,7,1,4,0.3,-0.6,0.2
COc1ccc2[nH]cc(CCN3C(=O)c4ccc(C(=O)O)cc4C3=O)c2c1,-0.1,0.4,-3,-4,1.6,-20,3,2,0.5,1.4,4.0
CC1(C)CC(=O)C=C(NCC2CCCO2)C1 (configuration not stated),-1.6,0.5,4,6,-1.1,2,-1,-1,1.5,-0.2,-0.1
C/C(CC(=O)Nc1ccc2c(c1)OCCO2)=N\NC(=O)COc1cccc(C)c1,-0.9,-1.4,5,-8,3.6,-10,-1,-3,-1.6,0.2,0.3
COc1cccc(/C=N/n2cnc3ccccc32)c1OC,-0.5,3.8,-2,-25,14*,-6,5,-1,1.9,2.9,4.5
O=C(Nc1ccc(F)cc1)c1cc(S(=O)(=O)Nc2ccc(F)cc2)cs1,-1.1,-1.2,-12,16,-1.5,-40,-3,-14,-0.9,-0.8,-0.5
O=C1C2C3C=CC(C3)C2C(=O)N1CNc1ccccn1 (configuration not stated),-1.0,-1.6,-3,-6,-1.8,1,-2,-3,-0.2,-0.2,3.9
O=Cc1ccc(Oc2nc(Cl)ncc2F)cc1,-1.2,-1.1,4,6,-2.3,-2,0,2,-0.2,0.0,-0.4
Cc1ccc2c(c1)[nH]c1c(=O)n(Cc3ccco3)cnc12,-0.2,0.5,4,-2,5.5,10,-2,-10,0.6,1.6,5.2
CC(Oc1ccc(Cl)cc1)C(=O)Nc1ccc(S(=O)(=O)Nc2nccs2)cc1 (configuration not stated),-1.2,0.5,1,11,-0.8,-34,1,7,-0.5,-0.1,0.5
CC1CCC2C(=O)N(c3ccc(NC4CCCCC4)c([N+](=O)[O-])c3)C(=O)C2C1 (configuration not stated),0.6,1.7,3,-6,1.8,6,-2,0,-0.7,-1.1,3.4
CC(CCc1ccccc1)NC(=O)c1ccc(Cl)nc1 (configuration not stated),-1.4,-0.5,1,-3,-2.8,2,-2,-4,-0.2,0.2,-0.4
Cc1cccc(Cl)c1OCCCn1ccnc1,-1.1,-2.8,-2,-7,-1.2,-4,-2,-3,1.5,-0.3,1.3
CCCc1nnc(SCC(=O)N2C(C)CCCC2C)n1CC1CCCO1 (configuration not stated),-0.4,0.2,4,1,0.8,5,-2,-2,0.3,-0.6,-0.5
Nn1c(N2CCCCC2)nc2ccccc21,-1.2,-0.5,3,-2,4.6,15,0,3,0.3,0.7,1.1
O=C(Nc1cccnc1)c1ccc(-c2cc(Cl)ccc2Cl)o1,-1.8,-1.8,6,5,3.0,-3,-4,-7,0.2,0.0,2.0
O=C(Nc1ccccc1)C(=O)Nc1cccnc1,0.7,9.3*,0,1,9.5,0,4,1,1.0,2.7,0.1
C(=C\c1ccccc1)/CN1CCN(Cc2nc(Cc3ccccc3)no2)CC1,-1.5,-0.2,0,-1,-0.8,-16,0,2,-2.0,-0.3,0.8
Cc1nn(-c2ccccc2)c(Oc2ccccc2)c1C=O,-2.1,-2.6,-6,0,-0.3,-2,2,1,0.5,-0.3,1.5
COc1ccc(CCN(Cc2ccc(C(C)C)cc2)S(=O)(=O)c2ccc(S(=O)(=O)N(C)C)cc2)cc1OC,-0.5,0.6,3,2,-1.4,-3,0,-2,-0.3,-0.5,2.8
C=CCN1C(=O)c2ccc(C(=O)N(C)CC(=O)Nc3ccccc3C(F)(F)F)cc2C1=O,-0.9,-1.2,-5,-4,-1.4,0,-1,3,0.3,-0.1,0.6
Cc1nn(CCC(=O)NCCc2ccccc2Cl)c(=O)c2nn(-c3ccccc3)c(C)c12,-1.7,-1.5,-13,-3,-1.6,0,-3,-6,0.5,-1.9,-0.6
C[C@@H]1CCN(C2CC2)S(=O)(=O)c2ccc(N3CCC[C@H]3CO)cc2O1,-0.9,-2.9,8,-10,-3.3,4,-1,2,·,-0.3,·
O=C(CN(C(=O)CNS(=O)(=O)c1ccccc1)c1ccc2c(c1)OCCO2)NC1CCCCC1,-1.2,-1.0,2,-2,-0.3,-2,-3,1,-0.7,-0.1,-2.3
CN1CCC(NC(=O)c2ccncc2)CC1,-1.1,-1.5,4,-3,0.1,0,-2,3,1.3,1.4,-1.0
COc1nc(C)nc(C)c1Oc1ccc(Cl)cc1Cl,-1.6,0.9,-5,-4,0.2,-2,-2,-3,·,0.6,1.3
CCOC(=O)Cn1c(=NC(=O)CSC(C)=O)sc2ccccc21,-1.2,2.1,2,-1,1.2,-7,0,-1,0.9,-0.8,-1.6
COC(=O)Nc1ccc(S(=O)(=O)N2CCCc3cccc(O)c32)cc1,-1.9,1.7,-8,2,-0.8,-4,-1,-2,-2.1,-2.9,-4.3
COC(=O)c1c(C)cc(C)c2c1CC(C)(C)C2=O,-1.3,1.6,8,6,0.9,12,-2,6,-0.8,-0.3,1.3
Cn1c(CSCc2ccc(Cl)c(Cl)c2)n[nH]c1=S,-1.5,-1.8,-5,1,-1.5,8,-3,0,0.2,0.4,1.0
CCOC(=O)CC(NS(=O)(=O)Cc1ccccc1)c1ccc(C)cc1 (configuration not stated),-1.4,-2.8,-4,0,1.7,-11,-3,-6,-0.2,-0.9,0.1
Cc1csc(NC(=O)CSc2ccc3nnc(-c4ccncc4)n3n2)n1,-1.4,-1.8,2,-2,0.6,0,2,-4,-1.7,1.2,1.4
O=C(Nc1nnc(-c2ccccc2F)s1)c1ccccc1F,-0.7,1.1,0,-3,7.2,0,8,0,1.5,0.8,1.2
COc1cc(CN2CCCC(C(=O)Nc3ccccc3Oc3cccnc3)C2)ccc1F (configuration not stated),-0.5,1.2,-9,0,-2.2,1,1,-25,0.0,0.0,-4.0
Nc1ccc(C(=O)OCc2nc3c(ccc4ccccc43)[nH]2)cc1,-1.2,-0.7,-6,7,-3.0,-10,-1,2,-2.1,-1.0,-1.7
CCOC(=O)C1=CCN(S(=O)(=O)c2ccc(F)cc2)C1c1ccc(C)cc1 (configuration not stated),-1.2,-0.6,-3,2,-0.9,-9,-2,-3,·,-1.2,·
CCn1c(SCC(C)=O)nc2sc3c(c2c1=O)CCCC3,-2.2,-0.6,2,2,-0.6,-63,0,5,·,0.0,·
O=C(NCCCc1ccccc1)[C@@H]1Cc2ccccc2CN1,-0.3,-0.7,5,0,1.2,4,-1,1,-0.2,0.0,1.9
COc1ccc2c(c1)C=C(CN1CCC(CO)(CCc3ccccc3)CC1)CO2,-1.1,-1.1,0,-5,-1.2,-13,0,-1,-0.9,-0.2,-0.2
CN(CC1CCCN(CCc2ccccc2F)C1)C(=O)c1cc2ccccc2o1 (configuration not stated),-1.4,-0.3,-7,-3,-1.9,-18,-2,0,-0.2,0.1,4.0
CCC(C)NC(=O)CSc1ccc(Cl)cc1 (configuration not stated),-1.0,-0.9,3,-4,1.0,1,3,4,-0.6,-0.8,-0.6
COCCNC(=O)c1c(CS(=O)(=O)c2ccccc2)noc1C(=O)NCc1ccccc1,-1.5,-1.2,-1,7,-0.4,5,3,2,0.5,-0.7,0.4
CCc1nnc(SCC(=O)N2CCCC(N3CCN(c4ccccc4C)CC3)C2)o1 (configuration not stated),-0.7,-1.2,0,-11,-0.2,11,0,-1,-0.5,0.6,0.6
COc1ccc2c(c1)NC(c1cc(Cl)cc(Cl)c1O)c1cccn1-2 (configuration not stated),0.0,2.7,-1,-10,1.6,3,0,5,-0.4,0.1,0.8
COc1cccc(C(=O)NCc2ccc3c(c2)OCO3)c1OC,-0.8,-1.9,4,-10,-2.1,9,-2,3,0.1,0.4,2.9
CC(=O)Nc1ccc(S(=O)(=O)Nc2ccc(Nc3ccccc3)cc2)cc1,-1.6,-2.4,3,9,-0.6,-33,-2,-3,0.7,-0.2,1.4
Cc1ccc(Cl)cc1N(CC(=O)Nc1cccc(N(C)S(C)(=O)=O)c1)S(C)(=O)=O,1.1*,4.0,0,0,2.1,-8,-1,-1,0.4,-0.6,-1.0
Cc1c(Br)c(O)c(Br)c2sc(=O)oc12,-0.6,-0.4,-1,1,-3.5,10,0,4,-1.3,0.2,1.1
